# Nrf2 ARE act: Nrf2 pathway activation. Potency, µM (series often up to 46.1 µM), for inactives: top-dose activation, usual class: activators. AREc32 ARE-luciferase reporter (MCF7-derived line), luminescence, 24 h. AID 624171. 0.31% of 410,000 active; also: potency is read from the fitted curve at half-maximal effect; % of control where 0% means no effect; nearly all actives have a fitted effect of over 65% in size
#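 ARE activation measured as luciferase luminescence (Steady-Glo, 30 min RT) in AREc32_Fluc cells after 24 hr compound exposure at 37 deg C, 5% CO2; cells seeded overnight at 1000/well in OPTI-MEM, 5% FBS.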
# A549 viability: A549 cytotoxicity, counter-screen for Nrf2 inhibitors. A549 ARE-Fluc cells, CellTiter-Fluor viability, 18-24 h. Potency, µM (top dose mostly 46 µM), without a hit: top-dose activity change, negative = cytotoxicity, usual class: inhibitors. 0.16% of 390,000 active. AID 504648; also: potency is read from the fitted curve at half-maximal effect; % is scaled to controls: 0 for no effect and ±100 for the full control effect
#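 Cytotoxicity counterscreen: CellTiter-Fluor fluorescence was measured in A549 ARE_Fluc cells after 18-24 h of compound exposure in a concentration series. The subsequent BugLite luminescent read reports ARE-luciferase activity.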
# TGFb inhibitor: inhibitors of TGF-b signaling. HepG2 CAGA-GFP TGF-b/SMAD3 reporter, GFP fluorescence, 18 h; TGF-beta stimulated, 500 pg/mL final. Potency, µM (series often up to 46.1 µM), for inactives: at the highest dose activity, negative = inhibition, hits mostly inhibitors. 1.2% of 410,000 active. AID 588855; also: potency is read from the fitted curve at half-maximal effect; % is scaled to controls: 0 for no effect and ±100 for the full control effect; nearly all actives have a fitted effect of over 65% in size
#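 Inhibition was scored as loss of TGF-beta-induced (500 pg/mL final, 18 hours, 37 degrees C) GFP in HEPG2 cells carrying a CAGA-GFP reporter, in DMEM with 1% FBS. Well GFP was summed per cell; Activity was normalised to unstimulated and stimulated DMSO wells, then concentration-response fitting.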
# S2 tox: viability counter-screen for ATXN expression inhibitors; S2 cells (HEK-293 line with an ATXN2-luciferase reporter) viability, CellTiter-Fluor protease fluorescence, 24 h; Potency, µM (titrated, usually from 56.7 µM), hits mostly cytotoxic; 0.49% of 400,000 active; AID 651635; also: potency is read from the fitted curve at half-maximal effect; nearly all actives have a fitted effect of over 40% in size
# HepG2 viability: kills HepG2 cells in TGF-b inhibitor counter-screen; HepG2 CAGA-GFP viability, ATP luminescence, 18 h; Potency, µM (highest dose often 46.1 µM), without a hit: top-dose activity change, negative = cytotoxicity, hits mostly cytotoxic; 0.76% of 410,000 active; AID 588856; also: potency is read from the fitted curve at half-maximal effect; some results filed as inactive show a strong effect at the top dose
#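 CellTiter-Glo luminescence gave cytotoxicity after 18 hours at 37 degrees C. The cells were HepG2 CAGA-GFP in 1% FBS DMEM, stimulated with 500 pg/mL TGF-beta after compound addition. %Activity was normalised to no-cell wells (complete cell-killing) and DMSO (no toxicity), and curves were fitted and classified.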
# IL2 activator: IL-2 activation. 0.065% of 360,000 active. activation, % (series mostly up to about 46 µM). IL-2 activation reporter assay, cell-based qHTS; stimulated with anti-CD3/CD4/CD28 beads; in transgenic mouse T cells; in the data active = activation above about 50%; inconclusive = mostly about 30% to 49%; also: 0% is about no effect
#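 First, unstimulated transgenic mouse T cells were exposed to compound for 60 min. Next, anti-CD3/anti-CD4-coated beads with anti-CD28 were added. Finally, after 18 h at 37 degrees C, EGFP and DsRed were imaged.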
# ATXN2 expr inh: ATXN2 expression inhibition; 0.72% of 360,000 active; HEK-293 ATXN2-luciferase reporter, luminescence, 24 h; Potency, µM (highest dose often 57 µM), for the others: top-dose activity change, negative = inhibition, most hits filed as inhibitors; also: potency is read from the fitted curve at half-maximal effect; % is scaled to controls: 0 for no effect and ±100 for the full control effect; nearly all actives have a fitted effect of over 55% in size
#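 qHTS (up to 57 uM final) was run with 24 h compound exposure of reporter cells at 37 °C. Each well was multiplexed: SteadyGlo luminescence measured ATXN2-luciferase expression after a fluorogenic Gly-Phe-AFC viability readout (25 uM final).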
# Nrf2 block: inhibitors of Nrf2 signaling; A549 ARE-Fluc reporter, luciferase luminescence, 18-24 h; Potency, µM (top dose mostly 46 µM), without a hit: at the top dose activity change, negative = inhibition, hits mostly inhibitors; 2.1% of 360,000 active; AID 504444; also: potency is read from the fitted curve at half-maximal effect; % is scaled to controls: 0 for no effect and ±100 for the full control effect; nearly all actives have a fitted effect of over 60% in size
#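 Two sequential reads on A549 ARE_Fluc cells exposed to compound for 18-24 h: a CellTiter-Fluor fluorescence read for viability, then a luciferase luminescence read for Nrf2/ARE activity.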
# EPAC2 ag: EPAC2 (human) agonism; Q8WZA2; EPAC2 activation, biochemical qHTS; response scale: 100% = 6.5 mM cAMP response; Potency, µM (series often up to 154 µM), without a hit: at the highest dose activation, usual class: activators; 0.079% of 360,000 active; also: potency is read from the fitted curve at half-maximal effect; nearly all actives have a fitted effect of over 50% in size
# Target sequence (Q8WZA2 whole entry, looked up): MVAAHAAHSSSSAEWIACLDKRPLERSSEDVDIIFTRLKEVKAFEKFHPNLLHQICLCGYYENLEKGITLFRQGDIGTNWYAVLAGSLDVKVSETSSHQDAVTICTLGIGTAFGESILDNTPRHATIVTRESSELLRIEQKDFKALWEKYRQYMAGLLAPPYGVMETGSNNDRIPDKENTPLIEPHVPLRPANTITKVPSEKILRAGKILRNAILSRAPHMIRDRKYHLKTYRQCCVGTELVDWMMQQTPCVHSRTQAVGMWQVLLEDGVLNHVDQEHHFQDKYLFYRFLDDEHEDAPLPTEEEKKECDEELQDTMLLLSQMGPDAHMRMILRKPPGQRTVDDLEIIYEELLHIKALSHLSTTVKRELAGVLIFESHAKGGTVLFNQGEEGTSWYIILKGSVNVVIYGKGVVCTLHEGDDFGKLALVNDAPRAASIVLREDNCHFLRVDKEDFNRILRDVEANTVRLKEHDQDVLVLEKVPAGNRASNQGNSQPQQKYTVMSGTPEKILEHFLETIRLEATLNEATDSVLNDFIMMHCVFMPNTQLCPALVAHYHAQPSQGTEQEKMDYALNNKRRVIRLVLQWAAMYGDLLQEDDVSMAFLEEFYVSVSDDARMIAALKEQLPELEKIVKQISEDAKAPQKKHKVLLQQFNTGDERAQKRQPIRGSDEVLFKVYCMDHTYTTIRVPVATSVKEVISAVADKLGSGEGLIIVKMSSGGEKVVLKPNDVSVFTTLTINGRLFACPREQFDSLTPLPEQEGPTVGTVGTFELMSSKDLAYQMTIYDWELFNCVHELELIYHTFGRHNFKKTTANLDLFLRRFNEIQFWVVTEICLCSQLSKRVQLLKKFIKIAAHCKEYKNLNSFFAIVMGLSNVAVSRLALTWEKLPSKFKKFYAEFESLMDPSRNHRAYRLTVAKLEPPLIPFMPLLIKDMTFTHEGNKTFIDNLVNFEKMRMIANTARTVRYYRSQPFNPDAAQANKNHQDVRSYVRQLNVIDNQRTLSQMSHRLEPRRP
#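 Setup: EPAC2 100 nM, labeled Rap1B complex 250 nM, free GDP 50 uM. Compound titrations pinned in, brief spin, 5 min room temperature incubation. Kinetic fluorescence read over 30 min, normalized to 6.5 mM cAMP.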
# Numbers without * were called inactive; i = inactive; u = inconclusive; x = not tested or not shown; & = joins results of further samples; [ ] = another dose, or the depositor's remark. Unless noted, calls follow the shape of the dose curve; as a rule, active = well fitted curve in the direction sought with a large enough effect; inconclusive = small, poorly fitted or top-dose-only effect, or another doubt; inactive = no such curve, though single readings can be large; an effect the other way counts as inactive or inconclusive.
SMILES,Nrf2 ARE act,A549 viability,TGFb inhibitor,S2 tox,HepG2 viability,IL2 activator,ATXN2 expr inh,Nrf2 block,EPAC2 ag
COc1ccccc1N1CCN(C(=O)c2cc3c(=O)oc4ccccc4c3s2)CC1,-0.4%,7.5%,-18.4%,i,1.4%,x,-6.6%,-10.4%[9.27 µM],x
O=C(Cn1nnc(-c2ccccc2-n2cnnn2)n1)N1CCCCC1,-0.4%,-0.9%,-29.4%,i,6.0%,0.9,-3.4%,u,0.0%[15.6 µM]
O=C(CN1CCc2ccccc2C1)N1CCN(S(=O)(=O)c2ccccc2)CC1,2.1%,2.1%,6.6%,i,-16.4%,-0.7,-5.8%,2.1%,-0.9%
COc1ccc(C(O)c2nc(-c3cc(F)cc(Cl)c3)cs2)cc1 (stereo not given),9.3%,x,u,i,-28.9%,-0.7,-17.6%,x,15.2%
Cc1csc(NC(=O)NC2(C(F)(F)F)Oc3ccccc3O2)n1,u,-18.1%,-16.6%,i,-39.8%,-1.4,15.0%,u,-11.1%
CC(C)(C)c1ccc(S(=O)(=O)N2CCc3nc4ccccc4c(C(=O)O)c3C2)cc1,-0.7%,1.6%,-3.9%,u,15.2%,1.0,x,3.8%,5.7%
CCc1nnc(NC(=O)C2CCCN(S(=O)(=O)c3ccc(OC)cc3)C2)s1 (stereo not given),0.2%,3.3%,-0.3%,i,0.0%,2.6,-11.6%,-19.6%,17.3%
O=c1cc(COc2ccccc2[N+](=O)[O-])nc2sccn12,8.91µM*,-2.8%,-3.2%,i,-17.1%,-1.5,14.7%,4.5%,-3.1%
CCCn1c(N2CCN(C(=O)/C=C/C(=O)O)CC2)nc2ccccc21,0.3%,-9.0%,8.0%,i,2.4%,2.9,-3.6%,-8.6%,2.7%
O=C1c2ccccc2C(=O)N1CCOc1ccccc1Br,0.1%,7.2%,30.6%,i,14.0%,4.6,13.9%,u,17.5%
CCc1ccc(CNC(=O)C2CCN(c3nnc(-n4c(C)ccc4C)s3)CC2)cc1,9.9%,-1.5%,x,x,-34.8%,x,x,u,x
O=C(c1cn(-c2ccc(Cl)c(Cl)c2)nn1)C1CC1,4.9%,6.5%,17.5%,i,13.3%,1.6,28.0%,u,-3.7%
CCOC(=O)c1c(CSCc2ccccc2)oc2ccc(O)c(CN(C)C)c12,2.3%,-5.0%,u,u,22.4µM*,-0.6,u,-11.1%,1.1%
COc1cc(OC)cc(OCC(O)Cn2ccnc2)c1 (stereo not given),-0.4%,-5.5%,13.6%,i,0.8%,-2.6,0.1%,0.3%,5.1%
CC1(C(=O)NS(=O)(=O)c2cccc(Cl)c2)CCN1C(=O)Cc1ccsc1 (stereo not given),-0.4%,x,-2.2%,i,5.6%,0.0,8.1%,x,0.6%
Cc1ccsc1C(=O)OCC(=O)N1CC(=O)Nc2ccccc21,-0.2%,-3.9%,9.5%,i,-9.7%,-3.3,4.1%,3.4%,-3.9%
CS(=O)c1ccccc1O (stereo not given),-0.2%,1.8%,-0.7%,i,2.6%,-0.1,-7.1%,18.9%,5.2%
O=[N+]([O-])c1ccc(N=Nc2ccc(O)c3ccccc23)cc1,11.2%,-17.3%,u,u,12.6µM*,-0.3,u,8.0%,1.4%
O=C(CCC(=O)N(CC(=O)NC1CCCCC1)Cc1ccccc1)Nc1nccs1,0.0%,1.3%,30.0%,i,21.0%,-0.7,-17.4%,-19.2%,6.9%
Cc1ccc(NS(=O)(=O)c2ccc3[nH]c4c(c3c2)CCCC4)c(C)c1,-0.6%,-14.2%,u,u,-98.8%,x,u,u,x
CCOC(=O)C(=CNc1nc2ccc(C(=O)OCC)cc2s1)C(=O)OCC,0.5%,4.7%,12.8%,i,-37.0%,1.7,x,14.7%,-0.7%
COc1cccc(OC)c1C(=O)OCC(=O)NCCNC(=O)COC(=O)c1c(OC)cccc1OC,-0.3%,x,-13.7%,i,-2.6%,-2.7,x,x,5.4%
CC(C)(C)c1ccc(C(=O)N2CCN(CCc3ccccn3)CC2)cc1,-0.6%,0.4%,-5.6%,i,8.0%,x,0.9%,18.6%,x
CC(C)(C)C1CCc2nc(NC(=O)COc3ccc(F)cc3)sc2C1 (stereo not given),0.2%,7.8%,-14.6%,i,0.4%,x,4.9%,28.3%,x
O=C(NCCCN1CCOCC1)c1c(-c2ccccc2)oc2c1C(OCCCCCO)CCC2 (stereo not given),0.2%,x,x,i,x,0.6,5.5%,x,14.9%
SMILES,Nrf2 ARE act,A549 viability,TGFb inhibitor,S2 tox,HepG2 viability,IL2 activator,ATXN2 expr inh,Nrf2 block,EPAC2 ag
Cc1ccsc1C(=O)NNC(=O)c1csc(N2CCOCC2)n1,-0.5%,-3.3%,0.0%,i,-7.3%,-3.8,0.4%,u,-5.1%
Cc1cc(NC(=O)CCS(=O)(=O)c2nc(-c3ccccc3)cc(C(F)(F)F)n2)no1,-3.7%,-2.2%,u,20µM*,-104.8%,-0.5,u,x,9.9%
CS(=O)(=O)Nc1ccc(C(=O)CC(=O)Nc2ccc([N+](=O)[O-])cc2)cc1,0.0%[9.22 µM],0.7%,-0.8%,i,-0.7%,-0.6,-8.6%,-23.7%,2.5%
C[C@@H]1CN(S(=O)(=O)c2ccc3c(c2)OCCO3)CCN1S(=O)(=O)c1c(F)cccc1F,3.4%,-1.4%&-0.4%,u,i,-15.8%,0.1,0.5%,-0.9%&-15.9%,8.6%
COC(=O)/C(=N\OCc1ccc(C#N)cc1)c1c(C)nn(C)c1C,0.2%,1.5%,u,i,-39.1%,-0.4,5.1%,-2.7%,10.6%
Cc1ccc(C(=O)O)cc1NS(=O)(=O)c1ccc2ccccc2c1,-0.1%,0.9%,-8.8%,i,4.5%,-4.2,2.3%,28.3%,12.8%
O=C(C1CCC1)N1CCc2cc(S(=O)(=O)NCCc3ccccc3)ccc21,3.0%,22.5%,-20.4%,i,-4.4%,x,-1.0%,10.7%,x
Cc1csc(CNC(=O)C2CCC(=O)N(CCc3cccc(F)c3)C2)n1 (stereo not given),-0.7%,0.4%,4.9%,u,-7.0%,1.3,-4.1%,3.7%,7.8%
Cc1ccc(NC(=O)NNC(=O)c2ccc3c(c2)NC(=O)C(C)(C)O3)cc1,-0.4%,-1.3%,-28.1%,i,11.1%,4.0,16.5%,-0.4%,0.1%
CC1Cc2cc(S(=O)(=O)NCCC(=O)N(C)Cc3ccccc3)ccc2N1C(=O)C1CC1 (stereo not given),0.5%,-7.4%,-4.9%,i,-19.2%,-0.8,x,-39.5%,9.0%
Cc1ccc2occ(CC(=O)N(Cc3ccc(Cl)cc3)Cc3ccco3)c2c1,10.4%,u,15.8µM*,i,-21.4%,x,-22.6%,x,x
COc1ccc(C2C(C(=O)N3CCOCC3)c3ccccc3C(=O)N2c2ccc(OC)cc2)cc1 (stereo not given),-0.3%,-6.7%,-6.1%,i,-14.0%,-1.3,-3.6%,-5.0%,0.6%
Nc1nc(SCC(=O)NCc2ccc(F)cc2)[nH]c(=O)c1NC(=O)c1ccc(Cl)cc1,-0.4%,-2.2%,9.4%,i,23.0%,2.8,3.5%,10.1%,10.4%
O=C(CN1C(=O)c2ccccc2S1(=O)=O)NC1CCCCCC1,-0.6%,0.2%,4.7%,i,10.6%,-1.8,10.8%,8.3%,6.0%
C[C@@H]1CN([C@@H](C)CO)S(=O)(=O)c2ccc(Br)cc2O[C@H]1CN(C)C(=O)C1CCCCC1,0.0%,x,-4.1%,u,22.3%,-3.2,-18.1%,x,14.0%
Cc1ccc(Nc2ccc(C(N)=O)cc2[N+](=O)[O-])cc1,4.6%,0.9%,-3.0%,i,-22.8%,-2.5,9.9%,-18.5%,3.9%
CCOc1ccccc1N1CCN(CC(=O)Nc2ncc(C)s2)CC1,3.4%,1.1%,u,i,-16.3%,-0.3,-26.0%,-10.1%,15.3%
Cc1ccc(Cl)cc1-n1c(=O)cc(N2CCN(c3ccc(F)cc3)CC2)[nH]c1=O,-0.7%,-7.2%,0.0%,x,-13.0%,x,x,x,x
COC(=O)c1ccc(NC(=O)CN(C)Cc2cccc(F)c2)cc1,0.1%,u,-16.6%,i,0.4%,-4.5,-12.8%,u,-5.2%
CCN(CC(=O)NCC(=O)Nc1ccc(Br)cc1C)Cc1ccccc1,0.2%,0.1%,3.7%,i,0.3%,0.1,5.1%,-2.5%,-7.7%
CCc1cccc(OCCn2ccnc2)c1,0.2%,0.2%,5.3%,i,7.3%,-2.2,-28.4%,0.9%,13.1%
O=C(Nc1ccc(N2CCOCC2)cc1)c1ccc2nc(-c3ccco3)c(-c3ccco3)nc2c1,-0.9%,-5.9%,-4.1%,i,-2.9%,-0.9,u,x,2.9%
CCSc1nc(N2CCOCC2)c2ccccc2n1,0.5%,16.5%,-0.1%,i,-28.0%,-3.0,-4.6%,-5.2%,-4.8%
CCc1ccc(C2C3=C(CCCC3=O)OC3=C2C(=O)CCC3)cc1,2.0%,-5.9%,-14.1%,u,-0.4%,0.9,-4.6%,4.6%,7.2%
CCOC(=O)C1CCCN(Cc2nc(N)nc(Nc3ccc(C)cc3)n2)C1 (stereo not given),4.1%,0.5%,-11.0%,i,-6.8%,-1.7,-4.8%,u,-3.5%
CCCNC(=O)C1(C)CCCN(Cc2csc(-c3ccccc3)n2)C1 (stereo not given),2.1%,x,-5.7%,i,-24.8%,-0.5,-24.6%,x,15.0%

# Among those listed so far, these contain a CF3 group:
SMILES,Nrf2 ARE act,A549 viability,TGFb inhibitor,S2 tox,HepG2 viability,IL2 activator,ATXN2 expr inh,Nrf2 block,EPAC2 ag
Cc1csc(NC(=O)NC2(C(F)(F)F)Oc3ccccc3O2)n1,u,-18.1%,-16.6%,i,-39.8%,-1.4,15.0%,u,-11.1%
Cc1cc(NC(=O)CCS(=O)(=O)c2nc(-c3ccccc3)cc(C(F)(F)F)n2)no1,-3.7%,-2.2%,u,20µM*,-104.8%,-0.5,u,x,9.9%

# Screening results as filed in PubChem.
